# TROY NFkB inh: TROY signaling inhibition; Q293 LMP1-TROYcd NF-kB luciferase reporter, 4 h; inhibition, % at 10 µM; hit rate 0.98% among 360,000; AID 1347056;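 active means compounds whose plate-normalised and pattern-corrected inhibition of the luciferase reporter signal at the single screening dose is 50% or more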
# NR2F2 inh: inhibitors of human COUP-TFII (NR2F2). hit rate 0.7% among 370,000. P24468. inhibition, % at 8.6 µM. HEK293T NGFI-A luciferase reporter, luminescence. AID 686940;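 active means inhibition above a per-plate cutoff, mean inhibition of test wells between control levels plus 3 SD, cut at about 38% in these data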;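 further: cells cotransfected with COUP-TFII expression vector driving the NGFI-A reporter; 0% = median of COUP-TF2 test wells and 100% = reporter-only cells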
# NCOA3 inh: inhibits human SRC3 coactivator | Q9Y6Q9 | HEK293 GAL4-SRC3 luciferase reporter, luminescence | inhibition, % at 3.6 µM | hit rate 0.17% among 360,000;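 active means inhibition above a per-campaign cutoff, the mean of all compounds plus 3 SD, cut at about 60% in these data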;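 further: 0% = DMSO-treated cells and 100% = gossypol-treated cells at 36 µM; higher means less SRC3-driven luciferase light from the GAL4 reporter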
# Target sequence (Q9Y6Q9 whole entry, looked up, the tested form may be a part): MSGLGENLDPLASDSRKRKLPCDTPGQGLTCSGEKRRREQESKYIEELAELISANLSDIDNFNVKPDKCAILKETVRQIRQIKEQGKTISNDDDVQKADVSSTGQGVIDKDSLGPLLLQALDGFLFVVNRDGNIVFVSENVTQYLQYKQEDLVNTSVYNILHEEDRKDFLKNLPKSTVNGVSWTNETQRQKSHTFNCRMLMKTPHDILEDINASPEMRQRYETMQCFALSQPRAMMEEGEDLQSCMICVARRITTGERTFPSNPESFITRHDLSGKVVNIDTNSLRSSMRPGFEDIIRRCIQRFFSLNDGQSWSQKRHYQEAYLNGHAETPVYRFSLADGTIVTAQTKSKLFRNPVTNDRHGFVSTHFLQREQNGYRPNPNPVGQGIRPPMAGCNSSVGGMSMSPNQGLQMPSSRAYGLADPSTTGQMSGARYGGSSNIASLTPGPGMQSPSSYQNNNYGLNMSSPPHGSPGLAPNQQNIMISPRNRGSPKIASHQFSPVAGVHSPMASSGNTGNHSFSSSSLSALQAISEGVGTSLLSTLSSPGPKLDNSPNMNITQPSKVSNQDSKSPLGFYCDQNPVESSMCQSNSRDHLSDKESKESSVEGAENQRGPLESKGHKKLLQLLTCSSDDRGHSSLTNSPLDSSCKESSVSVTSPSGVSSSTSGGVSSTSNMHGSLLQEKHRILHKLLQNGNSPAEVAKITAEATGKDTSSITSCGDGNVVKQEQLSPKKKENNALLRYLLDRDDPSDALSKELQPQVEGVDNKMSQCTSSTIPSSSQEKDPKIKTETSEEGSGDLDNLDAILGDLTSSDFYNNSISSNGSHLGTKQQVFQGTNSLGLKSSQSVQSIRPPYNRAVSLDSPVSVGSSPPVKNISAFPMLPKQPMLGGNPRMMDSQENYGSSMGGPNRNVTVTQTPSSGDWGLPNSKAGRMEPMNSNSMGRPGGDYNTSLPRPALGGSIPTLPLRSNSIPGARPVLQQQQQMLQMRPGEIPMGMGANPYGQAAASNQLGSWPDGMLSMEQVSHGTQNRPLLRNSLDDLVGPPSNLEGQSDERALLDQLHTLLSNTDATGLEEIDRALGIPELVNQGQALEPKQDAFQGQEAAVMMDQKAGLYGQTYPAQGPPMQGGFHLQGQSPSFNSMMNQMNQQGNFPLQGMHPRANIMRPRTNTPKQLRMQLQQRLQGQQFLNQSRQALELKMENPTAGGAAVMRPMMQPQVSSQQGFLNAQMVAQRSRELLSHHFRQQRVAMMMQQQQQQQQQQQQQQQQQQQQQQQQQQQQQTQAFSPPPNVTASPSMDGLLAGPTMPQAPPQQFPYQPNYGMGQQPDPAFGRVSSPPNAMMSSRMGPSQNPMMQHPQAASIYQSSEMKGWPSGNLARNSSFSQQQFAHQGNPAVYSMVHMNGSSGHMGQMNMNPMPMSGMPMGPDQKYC
# SRC1 inh: inhibits human SRC1 coactivator; HEK293 GAL4-SRC1 luciferase reporter, luminescence; inhibition, % at 3.6 µM; hit rate 0.12% among 360,000;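 active means inhibition above the campaign mean plus 3 SD, with each screening campaign given its own cutoff, cut at about 60% in these data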;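 further: 0% = DMSO treated cells and 100% = gossypol at 36 µM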
# EBV LMP1 NFkB: inhibitors of Epstein-Barr LMP1-induced NF-kappaB reporter; LMP1-induced NF-kappaB luciferase reporter cells, luminescence; hit rate 0.69% among 350,000; inhibition, % at 12.5 µM; in the data active means inhibition above about 41%;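 further: 0% = neutral control wells and 100% = reference inhibitor control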
# KKLEB cytotox: reduces viability of KKLEB cystic fibrosis airway cells; KKLEB CF airway cells viability, ATPlite luminescence, overnight; active compounds read low; cells stimulated with P. aeruginosa culture filtrate; hit rate 0.36% among 360,000; activity change (cytotoxicity), % at 5 µM;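 active means corrected activity change at or below -50% at 5 µM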
# NR5A2 inv ag: NR5A2 inverse agonism in reporter assay; O00482; HEK293T StAR-luciferase reporter, LRH-1 transfected, 24 h; inhibition, % at 3.6 µM; hit rate 0.13% among 360,000;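 active means inhibition above the mean inhibition of all tested compounds plus 3 SD, cut at about 73% in these data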;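 further: 0% = DMSO wells and 100% = reporter-only cells lacking LRH-1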
# CF NFkB block: cystic fibrosis NF-kB activation inhibition. KKLEB NF-kB-GFP reporter, PAF-induced, GFP fluorescence overnight. inhibition, % at 5 µM. hit rate 0.86% among 360,000;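 active means at least 50% inhibition at 5 µM, scaled per plate between neutral and stimulator controls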;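 further: PAF is a Pseudomonas aeruginosa culture filtrate used as stimulus; plate controls were PAF-stimulated DMSO wells for no effect and unstimulated DMSO wells for full effect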
# NCOA2 inhibitor: human SRC2 (NCOA2) inhibition; HEK293 GAL4-SRC2 luciferase reporter, luminescence; inhibition, % at 9 µM; hit rate 0.17% among 370,000; AID 651957;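 active means inhibition above the mean inhibition of all tested compounds plus 3 SD, set per campaign, cut at about 52% in these data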;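 further: 0% = DMSO treated cells and 100% = cells given Gossypol at 36 µM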
# TWEAK Fn14 block: inhibitors of TWEAK-Fn14 interaction signaling; TWEAK-stimulated Fn14 reporter cells, luciferase luminescence, 8 h; inhibition, % at 10 µM; hit rate 2% among 360,000; in the data active means inhibition above about 50%
# TRAIL sens C8: sensitizes caspase-8 expressing cells to TRAIL. AID 624354. NB7+C8 cells + TRAIL, ATPlite viability luminescence. inhibition (viability loss, TRAIL sensitization), % at 10 µM. hit rate 1% among 360,000;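 active means compounds causing at least 50% loss of cell viability in the single-dose screen, relative to plate controls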
# * marks the source's active call; other numbers are inactive results; x = not tested or not shown. This is a random part of the collection. About 4.2% of those tested had a hit in this group.
1. CC(C)(CN=C1NS(=O)(=O)c2ccccc21)CNC(=O)CN1C(=O)c2ccccc2C1=O
2. Cc1ccc2c(c1)N(CC(=O)NC1CCCCCC1)C(=O)c1cccnc1O2
3. CC1(C)Cc2c(ccc3ccccc23)/C(=C/C#N)N1
4. COC(=O)/C=C/c1ccsc1NC(C)=O
5. CC(C)OC(=O)C1=C2SCC(=O)N2C(N)=C(C#N)C1
6. CC1(C)C(=O)OC(/C=C\c2ccccc2)C(C)(C)C1=O (centres undefined)
7. O=C(CSc1nc2ccccc2[nH]1)NCCc1ccc(Cl)cc1
8. CCCc1cc(-c2ccc(O)c(OCC)c2)c(C#N)c(N)n1
compound no.,1,2,3,4,5,6,7,8
TROY NFkB inh,-6,17,-9,-11,-19,5,-1,3
NR2F2 inh,1,1,17,-24,12,-5,7,5
NCOA3 inh,1,-7,6,-4,-21,-22,14,17
SRC1 inh,1,-3,-5,2,-28,-26,15,24
EBV LMP1 NFkB,5,1,0,6,-1,-9,-8,-2
KKLEB cytotox,-3,8,5,-4,7,-1,-5,-9
NR5A2 inv ag,11,-31,-6,0,6,-3,26,14
CF NFkB block,7,-3,-6,-15,-10,9,-16,15
NCOA2 inhibitor,-5,8,-2,-24,24,-7,-4,-15
TWEAK Fn14 block,-12,-6,14,-11,-7,7,13,6
TRAIL sens C8,-4,-13,-3,12,-6,-3,2,-4

9. CC1(C)Cc2cccc(OCC(=O)OCc3nnc(-c4ccccc4)o3)c2O1
10. Cc1ccc(S(=O)(=O)CCC(=O)OCC(=O)NCCc2ccccc2)cc1
11. CN1C(N)=NC(=O)/C1=C\c1ccc(Br)cc1
12. COc1ccc(OC2OC3COC(c4ccco4)OC3C(O)C2NC(C)=O)cc1 (centres undefined)
13. Nc1cccc(C#Cc2ccc3c(c2)C(=O)/C(=C/c2ccsc2)O3)c1
14. O=C(NC(=S)N1CCCC(O)C1)c1ccco1 (centres undefined)
15. COc1ccc(NC(=O)NN2CCOCC2)cc1OC
16. COc1ccccc1N1CCN(C(=O)c2ccc(Br)s2)CC1
compound no.,9,10,11,12,13,14,15,16
TROY NFkB inh,-7,-10,9,1,-32,9,7,-14
NR2F2 inh,2,-22,7,-3,-12,17,-16,3
NCOA3 inh,17,5,-23,16,-40,1,0,12
SRC1 inh,8,-10,-5,12,-10,-17,-15,-32
EBV LMP1 NFkB,4,0,-3,-4,-19,0,2,18
KKLEB cytotox,-2,-17,6,-1,17,6,1,-4
NR5A2 inv ag,-9,17,-12,-12,26,3,-7,-1
CF NFkB block,10,16,-13,-3,-36,-21,11,14
NCOA2 inhibitor,-1,-2,18,-6,17,11,2,-8
TWEAK Fn14 block,-5,4,16,6,-31,-17,-4,-14
TRAIL sens C8,-7,-2,-2,11,40,-14,13,0

# An excerpt of these results, as tab-separated lines.
nr	Molecule	TROY NFkB inh	NR2F2 inh	NCOA3 inh	SRC1 inh	EBV LMP1 NFkB	KKLEB cytotox	NR5A2 inv ag	CF NFkB block	NCOA2 inhibitor	TWEAK Fn14 block	TRAIL sens C8
9	CC1(C)Cc2cccc(OCC(=O)OCc3nnc(-c4ccccc4)o3)c2O1	-7	2	17	8	4	-2	-9	10	-1	-5	-7
10	Cc1ccc(S(=O)(=O)CCC(=O)OCC(=O)NCCc2ccccc2)cc1	-10	-22	5	-10	0	-17	17	16	-2	4	-2
11	CN1C(N)=NC(=O)/C1=C\c1ccc(Br)cc1	9	7	-23	-5	-3	6	-12	-13	18	16	-2
12	COc1ccc(OC2OC3COC(c4ccco4)OC3C(O)C2NC(C)=O)cc1 (centres undefined)	1	-3	16	12	-4	-1	-12	-3	-6	6	11
13	Nc1cccc(C#Cc2ccc3c(c2)C(=O)/C(=C/c2ccsc2)O3)c1	-32	-12	-40	-10	-19	17	26	-36	17	-31	40

# Additional entries.
17. O=C(CSc1ncn[nH]1)NCc1ccccc1Cl
18. COc1ccccc1N(CC(=O)Nc1ccccc1C(=O)N1CCOCC1)S(C)(=O)=O
19. C=CCC[C@@H](Cc1ccc(F)cc1)C(=O)OC[C@H](Cc1c[nH]c2ccccc12)NC(=O)[C@H](CC=C)CC(=O)NCCO
20. COCCCNC(=O)c1cccs1
21. O=C(Nc1cccnc1)c1ccccc1Cl
22. O=C(NCc1ccco1)Nc1cccc2ccccc12
23. Cc1ccc(C(=O)COC(=O)CCC(=O)Nc2cc(Cl)ccc2Cl)cc1[N+](=O)[O-]
24. CCN1C(=S)SC(=O)C1=C1C=C(C)OC(C)=C1
compound no.,17,18,19,20,21,22,23,24
TROY NFkB inh,10,-7,17,4,-3,-17,4,-66
NR2F2 inh,20,-11,-16,7,-4,-2,-6,-2
NCOA3 inh,-2,-4,-6,-7,-12,-1,-2,-42
SRC1 inh,-8,-3,9,7,6,-15,-20,-24
EBV LMP1 NFkB,-2,-2,0,-8,0,0,7,-25
KKLEB cytotox,-3,3,-15,0,1,-4,3,-6
NR5A2 inv ag,-2,19,4,-5,-4,7,10,1
CF NFkB block,1,-13,-3,0,-8,20,-5,-5
NCOA2 inhibitor,-14,-2,11,-8,-13,-11,10,-10
TWEAK Fn14 block,24,25,32,-5,-8,-14,-6,-51
TRAIL sens C8,-17,0,27,0,-3,5,0,0

25. COc1ccc(-c2ccc([C@H]3[C@H]4C=CC[C@@H](C)[C@@H]4C(=O)N3Cc3ccccc3)c(F)c2)cc1C
26. COc1ccc(C/C(N)=N/OC(=O)COc2ccccc2C)cc1
27. O=C(COC(=O)c1ccc(S(=O)(=O)N2CCCC2)cc1)Nc1ccccc1Cl
28. CN(C)c1nc(C#N)nc(N2CCOCC2)n1
29. Cc1nc2ccccc2c(=O)n1NCc1cc(Br)cs1
30. COc1ccc(S(=O)(=O)N(Cc2nc3ccccc3c(=O)[nH]2)C2CCCC2)cc1
31. O=C(c1cccs1)N1CCN(S(=O)(=O)c2ccccc2)CC1
32. CC(C)C(=O)N1CCN(c2ccc(NC(=O)c3ccc4c(c3)OCCO4)cc2Cl)CC1
compound no.,25,26,27,28,29,30,31,32
TROY NFkB inh,7,-16,5,5,-9,-6,3,61*
NR2F2 inh,10,-12,14,-5,-14,3,9,1
NCOA3 inh,14,32,11,-1,16,12,8,20
SRC1 inh,4,16,-1,-35,5,10,9,26
EBV LMP1 NFkB,-5,-2,-5,-3,-2,-8,-5,0
KKLEB cytotox,-9,9,1,-1,3,-23,-11,-7
NR5A2 inv ag,-18,6,-12,6,-13,-19,19,-1
CF NFkB block,26,11,14,15,-10,20,9,8
NCOA2 inhibitor,6,-10,0,-2,-5,-12,19,-2
TWEAK Fn14 block,-5,9,9,-7,19,-12,1,82*
TRAIL sens C8,14,8,-24,-2,27,13,-14,45

33. COCCn1c(SCC(=O)c2c(N)n(C3CC3)c(=O)[nH]c2=O)nnc1-c1ccc(Cl)cc1
34. COc1ccc(-c2c(C)oc3c(CN4CCN(C)CC4)c(O)ccc3c2=O)cc1
35. O=S(=O)(N/N=C/c1cccnc1)c1ccc(Cl)c(Cl)c1
36. COc1ccc(C)cc1S(=O)(=O)n1nc(C)cc1C
37. Cn1nc(C(F)(F)F)c2cc(C(=O)Nc3ccc(F)cc3F)sc21
38. Cc1ccc(OCC(=O)Nc2ccc(C(=O)Nc3ccccc3C(=O)O)cc2)cc1C
39. CCN(CC(O)CON=C1c2ccccc2-c2ccccc21)S(=O)(=O)c1ccc(Cl)cc1 (centres undefined)
40. CCN1CCN(C(=O)CCc2ccc(S(=O)(=O)NCCc3ccccc3)cc2)CC1
compound no.,33,34,35,36,37,38,39,40
TROY NFkB inh,-14,-13,19,-13,3,21,13,5
NR2F2 inh,7,-10,-7,11,8,-3,-7,0
NCOA3 inh,8,-7,5,-6,17,6,14,-33
SRC1 inh,-5,8,1,-7,-5,4,4,-12
EBV LMP1 NFkB,-7,-10,-3,5,13,3,-5,-1
KKLEB cytotox,2,-10,0,-16,6,12,-6,-11
NR5A2 inv ag,-4,-7,-8,13,-12,5,-8,-18
CF NFkB block,0,-8,-1,-8,-3,3,21,2
NCOA2 inhibitor,-10,-12,-14,-7,4,-7,1,-7
TWEAK Fn14 block,2,-3,-5,7,-14,21,63*,-13
TRAIL sens C8,7,14,3,-1,-16,4,21,-9

41. CC1(C(=O)NS(=O)(=O)c2ccc(C#N)cc2)CCN1C(=O)C1(c2ccccc2)CCCC1 (centres undefined)
42. O=S(=O)(c1ccccc1)N1CCN(S(=O)(=O)c2ccccc2)C1
43. COC(=O)/C(=N\Nc1ccccc1)Sc1nnc(-c2ccc(OC)cc2)n1C
44. CCOC(=O)c1ccc(S(=O)(=O)N2CCC(N3CCCCC3)CC2)cc1
45. COc1ccc(NC(=O)N2CCCc3ccccc32)c(OC)c1
46. COc1ccc(C2=CC(=O)C[C@H](c3ccc(F)cc3)C2)c(F)c1F
47. NNc1nc(C(F)(F)F)nc2ccccc12
48. CC(=O)/C(C(=N)N1CCN(c2cccc(Cl)c2)CC1)=C(\C)O
compound no.,41,42,43,44,45,46,47,48
TROY NFkB inh,3,-10,-16,10,70*,7,-12,57*
NR2F2 inh,-25,0,7,11,10,-4,3,-18
NCOA3 inh,-16,-3,4,16,2,-4,18,5
SRC1 inh,6,1,-9,-6,11,-10,-1,11
EBV LMP1 NFkB,x,-11,0,-20,8,5,1,-3
KKLEB cytotox,-10,-5,-9,6,-12,-5,0,-1
NR5A2 inv ag,-4,5,-10,-27,-1,-15,11,8
CF NFkB block,15,9,9,4,2,15,10,11
NCOA2 inhibitor,-12,-25,-1,7,-49,0,-1,-26
TWEAK Fn14 block,-6,-11,-12,-2,51*,-11,4,75*
TRAIL sens C8,-14,-7,5,13,14,-11,3,13

49. COC(=O)c1cc(Br)ccc1NC(=O)Nc1ccc(C)cc1
50. Cc1cc(C(=O)N2CCc3c([nH]c4ccccc34)C2c2c(F)cccc2Cl)no1 (centres undefined)
51. Cc1cccc(OCC(=O)Nc2ccc(C(=O)Nc3ccccc3C(=O)O)cc2)c1
52. O=C(COc1ccc(Br)cc1)NCc1cn2ccccc2n1
53. CN(C)S(=O)(=O)n1cnc2ccccc21
54. COc1ccc(NC(=O)COc2cccc3c2CCNC3=O)cc1
55. CC(C)CN1CCN(Cc2cnc(-c3ccc(Cl)cc3)nc2)CC1CCO (centres undefined)
56. NNC(=O)Cn1nc(Cc2ccccc2)n(N)c1=O
57. CN(C(=O)c1ccc([N+](=O)[O-])cc1)c1ccccc1C(=O)NCc1ccccc1
58. CC1C(=O)CCCCCCCCCC2C1(N1CCOCC1)CS2(=O)=O (centres undefined)
compound no.,49,50,51,52,53,54,55,56,57,58
TROY NFkB inh,-8,11,7,-31,-2,7,6,-5,2,-2
NR2F2 inh,-20,6,-3,2,16,-12,-7,10,-8,14
NCOA3 inh,-8,5,9,12,23,-7,8,3,21,11
SRC1 inh,-11,-18,2,-1,-12,-9,-25,-22,-6,0
EBV LMP1 NFkB,8,13,6,-1,-3,2,5,-2,1,-3
KKLEB cytotox,-5,9,4,-3,-6,3,-12,-16,-1,-1
NR5A2 inv ag,5,8,13,1,0,4,-9,-24,-29,-4
CF NFkB block,9,5,-15,-15,17,0,7,-1,1,1
NCOA2 inhibitor,-22,-17,-17,12,6,-19,4,16,13,20
TWEAK Fn14 block,-18,4,-13,-6,-16,-1,11,3,4,5
TRAIL sens C8,-8,-4,0,19,8,-15,15,1,-15,2

# High-throughput results from PubChem BioAssay.
